# Screening data deposited in PubChem BioAssay by National Center for Advancing Translational Sciences (NCATS).
# p53ts 39C kill – qHTS Screen for Compounds that Selectively Target Cancer Cells with p53 Mutations: Cytotoxicity of p53ts Cells at the Nonpermissive Temperature. H1299-p53A138V viability at 39C, ATP luminescence, 24 h. Potency, µM (titrated, usually from 46.1 µM), inactives show top-dose activity change, negative = cell killing, hits mostly cytotoxic. 130,000 tested, 1.5% active. AID 902, 2007; further: nearly all actives have a fitted effect of over 55% in size
# p53ts 32C kill – qHTS Screen for Compounds that Selectively Target Cancer Cells with p53 Mutations: Cytotoxicity of p53ts Cells at the Permissive Temperature; H1299-p53A138V at 32C, ATP luminescence viability, 24 h; Potency, µM (top dose mostly 46.1 µM), for inactives: top-dose activity change, negative = cytotoxicity, most hits filed as cytotoxic; 130,000 tested, 0.93% active;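 further: 0% = DMSO and -100% = full killing by reference compound; nearly all actives have a fitted effect of over 55% in size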
#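 H1299-p53 A138V cells (temperature-sensitive p53) exposed 24 h to up to 46 uM compound at 32C, where p53 is wild-type in conformation. Viability read as ATP luminescence and normalised to DMSO and 100 uM tamoxifen. AC50 fitted with the Hill equation.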
# IkB sig inh – IkB Signaling; ABC-DLBCL IkBa-CBG/CBR dual luciferase ratio, 4 h; response scale: scaled: untreated 0%, proteasome inhibitor 100%; Potency, µM (top dose mostly 57.1 µM), without a hit: at the highest dose IkBa stabilization activation; AID 445, 2006; 110,000 tested, 0.04% active; active means well fitted curve in the direction sought with a large enough effect in the signal ratio, not every such curve was filed as active; inconclusive means small, poorly fitted or top-dose-only effect, or a change in a side signal; the % refers to the signal ratio;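 further: the direction sought is a rising ratio; 0% = basal untreated cells and 100% = reference inhibitor full response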
#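 Luminescence ratio of IκBα-fused green versus native red beetle luciferase in OCI-Ly3 cells, 4 h post-doxycycline with compound; red signal alone, scaled from basal (0%) to zero light (-100%), flagged nonspecific or cytotoxic effects.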
# Peg3 imprint – qHTS Assay for Compounds that Induce Erasure of Genomic Imprints | 110,000 tested, 0.02% active | Potency, µM (titrated, usually from 60.7 µM), inactives show top-dose activity change, positive = activation, most hits filed as activators | AID 1948, 2009 | mouse ES Peg3-LacZ reporter, beta-gal luminescence, 40 h;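 further: 0% = negative control wells on the plate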
#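 Gelatin-coated wells received 300 freshly trypsinized female ES cells with a Peg3LacZ-Neo reporter on the maternal allele, then incubated 40 hours at 37C. BetaGlo was added for 5 minutes at room temperature before a single luminescence read.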
# Starred values were filed as active, the others as inactive; ? = inconclusive; . = no result given; [ ] = dose if it differs, or a comment. Unless noted, the call rests on the fitted dose curve; in most records, active means well fitted curve in the direction sought with a large enough effect; inconclusive means small, poorly fitted or top-dose-only effect, or another doubt; inactive means no such curve, though single readings can be large; an effect the other way counts as inactive or inconclusive. Unless noted, on the % scale 0 is the no-effect control and ±100 the full control effect; potency means the concentration at half of the fitted maximal effect.
# Screens by letter: A = p53ts 39C kill; B = p53ts 32C kill; C = IkB sig inh; D = Peg3 imprint
> CN1CCN(CC(O)COCc2ccc3c(c2)OCO3)CC1 (configuration not stated)
  A = -6% | B = -1% | C = 2.0% | D = -2%

> CCCCC(=O)Nc1ccc2oc(-c3cccnc3)nc2c1
  A = -13% | B = -15% | C = -4.5% | D = -31%[inhibitor]

> COc1ccccc1Cn1ccn(Cc2c(F)cccc2Cl)c(=O)c1=O
  A = 15% | B = 10% | C = 1.8% | D = -10%[10.9 µM]

> Cc1cn2c(=O)cc(COc3ccc(NC(=O)c4cccc(F)c4)cc3)nc2s1
  A = 12% | B = 2% | C = 0.9% | D = -6%[10.9 µM]

> CC(=O)Nc1ccc2c(c1)n(C)c(=O)n2C
  A = 8% | B = 38%[activator] | C = 1.6% | D = -14%

> CCSc1ncc(Cl)c(C(=O)Nc2c(C(=O)Nc3ccccc3)oc3ccccc23)n1
  A = 7% | B = 16% | C = -0.9% | D = -13%[10.9 µM]

> COc1ccc(N(Cc2cccs2)C(=O)COc2ccc([N+](=O)[O-])cc2)cc1
  A = -14% | B = -16% | C = ? | D = -13%[10.9 µM]

> Cc1cc(Nc2cccc(C)c2C)n2cnnc2n1
  A = 4% | B = 7% | C = 11% | D = 22%[10.9 µM]

> CCCSCCCNC(=O)c1ccc(Cn2c(=O)c3cccn3c3cccnc32)cc1
  A = 9% | B = 7% | C = -0.5% | D = -17%[10.9 µM]

> O=c1cnc2cnc(OCc3ccccc3)nc2n1Cc1ccc(F)cc1
  A = 3% | B = 4% | C = -0.7%[11.4 µM] | D = .

> Cc1cc(=O)c2cc(C(=O)Nc3ccccc3)ccc2[nH]1
  A = 4% | B = -9% | C = ? | D = -11%[10.9 µM]

> O=C(NCCN1CCOCC1)c1cccc(Cl)c1
  A = 15% | B = 9% | C = -3.5% | D = -13%

> Cc1ccc(-c2ccc(=O)n(CCC(=O)NCCc3ccccc3)n2)cc1
  A = -25% | B = 5% | C = -2.4% | D = -11%[10.9 µM]

> Cc1cccc(C(=O)Nc2cc3c(cc2C)n(C)c(=O)n3C)c1
  A = -11% | B = 8% | C = 2.6% | D = -7%[10.9 µM]

> COc1ccc(C(=O)COC(=O)c2cc(-c3cccs3)nc3ccccc23)cc1
  A = -15% | B = -22% | C = ? | D = -13%[10.9 µM]

> CN(C)c1nc(N)nc(Nc2ccccc2C#N)n1
  A = 4% | B = 21% | C = ? | D = -9%

> Cn1c(CCNC(=O)c2ccco2)nc2cc(NS(=O)(=O)c3ccc(Cl)cc3)ccc21
  A = 0% | B = 7% | C = ? | D = -12%

> COc1ccc(OC)c(-c2cc(C(=O)Nc3c(C)nn(Cc4ccc(Cl)cc4)c3C)no2)c1
  A = -9% | B = 5% | C = ? | D = -24%

> COc1ccc(-c2cc(C(=O)NCCc3ccccc3)c3c(-c4ccccc4)[nH]nc3n2)cc1OC
  A = 13µM* | B = ? | C = 7.8% | D = -3%[10.9 µM]

> COC(=O)c1ccc(NC(=O)C2CCN(S(=O)(=O)c3ccc4c(c3)CCCN4C(C)=O)CC2)cc1
  A = -5% | B = 0% | C = ? | D = 15%[10.9 µM]

> COC(=O)c1scc(-c2ccc(C)cc2)c1S(=O)(=O)N1CCN(c2ccccc2F)CC1
  A = 14% | B = 0% | C = -0.6% | D = ?

> Brc1ccccc1-c1nnc(-c2cccnc2)o1
  A = ? | B = ? | C = 3.8% | D = -45%[inhibitor]

> CC(=O)N(CCCc1ccc(C(C)(C)C)cc1)CCCN(C)C
  A = -4% | B = -7% | C = 1.4% | D = -29%

> CCOc1ccc(OCC)c(NC(=O)C2CCCN(S(=O)(=O)c3cccs3)C2)c1 (configuration not stated)
  A = -7% | B = 10% | C = -1.3% | D = -20%

> CC(=O)NC1=NN(C(C)=O)C2(CCCCC2)S1
  A = -2% | B = -9% | C = . | D = .

> COc1ccc2c(C)cc(SCC(=O)Nc3nsc(-c4ccccc4C)n3)nc2c1
  A = -2% | B = 2% | C = ? | D = -3%[10.9 µM]

> CC(N=c1ccccn1C(=O)Nc1ccc(F)cc1)c1ccco1 (configuration not stated)
  A = -11% | B = -7% | C = 0.8% | D = -10%

> N#Cc1ccc(OCC(=O)N2CCN(S(=O)(=O)c3cccs3)CC2)cc1
  A = 6% | B = 1% | C = 0.5% | D = -9%

> CCOc1ccc(NC(=O)CN2CCN(CC(=O)Nc3cc(OC)cc(OC)c3)CC2)cc1
  A = -16% | B = 3% | C = -1.3% | D = -17%

> CCOc1ccccc1NC(=O)C1CCCN(C(=O)NCc2ccccc2)C1 (configuration not stated)
  A = 17% | B = 0% | C = -0.7% | D = -11%

# Complete entries as entered above. Values in the order: p53ts 39C kill | p53ts 32C kill | IkB sig inh | Peg3 imprint
# CN(C)c1nc(N)nc(Nc2ccccc2C#N)n1 is listed with 4% | 21% | ? | -9%
# COC(=O)c1scc(-c2ccc(C)cc2)c1S(=O)(=O)N1CCN(c2ccccc2F)CC1 is listed with 14% | 0% | -0.6% | ?

# Next structures follow.
# Screens by letter: A = p53ts 39C kill; B = p53ts 32C kill; C = IkB sig inh; D = Peg3 imprint
> CC1CCN(c2nc3c(c(=O)[nH]c(=O)n3C)n2CCCc2ccccc2)CC1
  A = -6% | B = -8% | C = -0.3% | D = -25%

> CN1CCCCc2c1nc1c(c2N)CCCC1
  A = 12% | B = 3% | C = -1.7% | D = -7%

> Cn1c(SCC(=O)OC2CCCCC2)nnc1-c1ccco1
  A = 9% | B = -3% | C = . | D = .

> CC(=O)N1[C@H](Cc2ccccc2)C=C[C@]1(C)C(=O)NCCN1CCOCC1
  A = 9% | B = 7% | C = . | D = -12%

> C=CCn1c(SCC(=O)Nc2ccc3c(c2)OCO3)nc2ccccc2c1=O
  A = 5% | B = 3% | C = 3.0% | D = -15%

> CC(=O)c1cc(-c2ccc(F)cc2)n(CCC(=O)Nc2nc3ccc(C)cc3s2)c1C
  A = 27% | B = -3% | C = 0.4% | D = -10%[10.9 µM]

> CCOC(=O)c1sc(N)c(C#N)c1COC(=O)CNC(=O)c1ccccc1
  A = 6% | B = 1% | C = -2.7% | D = -9%

> CCC1=C(OC(=O)N(CC)CC)N2C(=O)OC(=NCC3CC3)[C@]2(Cc2ccccc2)[C@H]2C1=CC[C@H]1C(=O)N(c3ccccc3)C(=O)[C@H]12
  A = 15% | B = 11% | C = . | D = -10%

> Cc1ccccc1Cn1ccc(NC(=O)c2cnn3c(C(F)(F)F)cc(-c4ccco4)nc23)n1
  A = 5% | B = 1% | C = -0.7% | D = 10%

> COc1nc(-c2ccccc2)ccc1-c1noc(-c2ccccc2)n1
  A = -13% | B = -11% | C = -0.8% | D = -23%

> CCn1cc(C2=NOC(C(=O)O)C2)c(C)n1 (configuration not stated)
  A = -3% | B = 6% | C = . | D = .

> COC(=O)c1c(-c2ccccc2)c(-c2ccccc2)nn(C)c1=O
  A = 43%[activator] | B = -4% | C = -0.7% | D = -5%[10.9 µM]

> CCN1CCN(c2oc(-c3ccc(COc4ccc(OC)cc4)o3)nc2C#N)CC1
  A = 18% | B = 2% | C = ? | D = -14%[10.9 µM]

> COc1cc(OC)cc(-c2nnc(SCC(=O)N(C(C)C)C(C)C)o2)c1
  A = 3% | B = 8% | C = 0.3% | D = -9%

> O=C(CN1C(=O)CCC1=O)Nc1ccc(Br)cc1
  A = -11% | B = 3% | C = 1.2% | D = -16%

> COc1ccc(NC(=O)c2ccc3c(c2)N(Cc2cccc(Cl)c2)C(=O)c2ccccc2S3(=O)=O)cc1Cl
  A = 18% | B = -3% | C = 1.5% | D = -10%[10.9 µM]

> CCCCNc1nc(Oc2ccc(OCC(N)=O)nn2)nc(N2CCOCC2)n1
  A = -26% | B = 11% | C = -1.0% | D = -5%[10.9 µM]

> O=S(=O)(NCCc1cn2ccccc2n1)c1ccc(F)c(C(F)(F)F)c1
  A = 7% | B = -6% | C = 1.5% | D = -26%

> Cc1ccc(C(=O)OCc2nnc(-c3ccccc3)o2)o1
  A = -7% | B = -2% | C = 0.0% | D = 0%

> CCN(CC)Cc1c(O)ccc2c(-c3ccccc3)cc(=O)oc12
  A = 17% | B = -7% | C = -1.9% | D = -7%

> CN(Cc1nc2ccccc2n1C)C(=O)c1cccs1
  A = 13% | B = 0% | C = -1.2% | D = 1%

> c1ccc(COn2c(-c3ccccc3)nc3c2CCc2nonc2-3)cc1
  A = 7% | B = -2% | C = 1.0% | D = 0%

> CC12CN3CC(C)(CN(C1)C3c1ccc(Br)cc1)C2 (configuration not stated)
  A = 6% | B = -12% | C = 2.1% | D = 20%

> CC(CCCc1ccccc1)NC(=O)c1nn(-c2ccc(Cl)cc2)nc1CO (configuration not stated)
  A = -16% | B = 16% | C = ? | D = -17%[10.9 µM]

> O=C(NC1CCN(Cc2nnnn2CCc2ccccc2)CC1)c1ccccc1F
  A = 9% | B = 2% | C = 0.4% | D = -12%

> COCCn1c(N)c(C(=O)NCc2cccs2)c2nc3ccccc3nc21
  A = 19% | B = 7% | C = ? | D = -10%

> CC(=O)Oc1ccc(N2C(=O)C3C4C=CC(O4)C3C2=O)cc1 (configuration not stated)
  A = 14% | B = 0% | C = 1.7% | D = -31%[inhibitor]

> c1ccc2c(c1)CCCC2NC1=NCCC1 (configuration not stated)
  A = 5% | B = -2% | C = -0.1% | D = 6%

> CCc1nc(Nc2ccc(N3CCN(C(C)=O)CC3)cc2)c2oc3ccccc3c2n1
  A = ? | B = ? | C = ? | D = -26%

> O=C(NCc1ccc(Cl)cc1)C1CCN(S(=O)(=O)c2ccc3c(c2)CCCN3C(=O)C2CCC2)CC1
  A = -8% | B = 5% | C = -0.8% | D = -16%[10.9 µM]

> COc1ccc(C(=O)NCCSc2c[nH]c3ccccc23)cc1OC
  A = -2% | B = -7% | C = ? | D = 6%[10.9 µM]

> CC(=O)c1cccc(NC(=O)N2CCCC2C(=O)Nc2cc(C)ccc2C)c1 (configuration not stated)
  A = 10% | B = -1% | C = -2.1% | D = .

> CCOc1ccc2[nH]c(=O)c(CN(Cc3cccs3)Cc3nnnn3C(C)(C)C)cc2c1
  A = -13% | B = 15% | C = ? | D = -6%

> COc1ccc(NC(C)=O)cc1NC(=O)CN1CCN(c2ccc(F)cc2)CC1
  A = 11% | B = -1% | C = 0.5% | D = -6%[10.9 µM]

> CCOc1ccccc1NC(=O)CN1C(=O)C(=O)c2ccccc21
  A = ? | B = -5% | C = 15% | D = -22%[10.9 µM]

> Cc1cc(O)c(/C=N/c2ccccn2)c(=O)o1
  A = 6% | B = 2% | C = 0.5% | D = 5%

> CCCN(CCC)c1cc(C)nc2nc(-c3ccc(Cl)cc3)nn12
  A = -13% | B = -6% | C = -0.8% | D = 22%[10.9 µM]

> CCCN(CCC)C(=O)C1CCCN(S(=O)(=O)c2ccc3c(c2)oc(=O)n3C)C1 (configuration not stated)
  A = -14% | B = -10% | C = 1.2% | D = -16%[10.9 µM]

> CCN(CC)S(=O)(=O)c1csc(C(=O)NCc2ccccc2)c1
  A = 7% | B = -7% | C = ? | D = 3%

> C#CCn1c(COc2ccccc2C)nc2ccccc21
  A = ? | B = ? | C = 0.2% | D = -22%[10.9 µM]

> COc1ccc(N(C(=O)/C=C\C(=O)Nc2ccc(C)cc2)C(C(=O)NCc2ccco2)c2ccc(C)cc2)cc1 (configuration not stated)
  A = -16% | B = 22% | C = ? | D = -3%[10.9 µM]

> CC1(C)Cc2c(c(-c3ccco3)nc3n[nH]c(N)c23)CO1
  A = 2% | B = 14% | C = -3.3% | D = -8%

> CCOc1ccc(-n2nc3ccc(NC(=O)COc4ccc(OC)cc4)cc3n2)cc1
  A = 3% | B = -11% | C = 0.6% | D = -15%[10.9 µM]

> CC(C)(C)OC(=O)N1CCC(c2c(C(=O)NCc3cccc(Cl)c3)cnn2-c2ccc(F)cc2)CC1
  A = -1% | B = 15% | C = ? | D = -5%[10.9 µM]

> COc1ccc(C(=O)Nc2ccccc2C(=O)NCc2ccco2)cc1OC
  A = -6% | B = -4% | C = -3.1% | D = -11%

> Cc1cc(C)cc(C(=O)/C=C2\NC(=O)CS2)c1
  A = -11% | B = -4% | C = 0.6% | D = -14%
